Bioassay records from PubChem.
PGC1a acetyl inh – lowers PGC1a acetylation signal in U2OS cells; AlphaScreen anti-acetyl-lysine; with virally co-expressed GCN5 acetyltransferase; inhibition, % at 15.6 µM; 350,000 tested, 0.17% active; AID 651687;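 active = every replicate shows inhibition of at least 40%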;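 note: 0% = neutral control wells and 100% = positive control wells; some results beyond the cut were filed as inactive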
LGR2 antag – Drosophila LGR2 receptor signaling inhibition | HEK293 LGR2, CRE-luciferase, bursicon-stimulated, 4 h | AID 720647 | 380,000 tested, 0.35% active | inhibition, % at 9.99 µM;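 active = drop in luminescence signal, shown as inhibition above about 50% in the replicate tests, limit read from the data, passing the limit was not always enough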;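 note: agonist challenge used bursicon conditioned medium at about half maximal strength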
ARNT TACC3 PPI – ARNT/TACC3 interaction disruption; inhibition, % at 9.99 µM; 390,000 tested, 0.66% active; Q9Y6A5; AlphaScreen His-ARNT PAS-B/GST-TACC3 binding, luminescence; TACC3 fragment carries E629A point mutation;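 active = mean inhibition of replicates at least 50% and at least half of replicates each reaching 50%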;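 note: 0% = complete ARNT plus TACC3 wells and 100% = ARNT alone without TACC3; many hits fall short of the cut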
INS-1E GSIS act – GLuc luminescence reporter in INS-1E cells, primary screen for activators of glucose-dependent secretion of insulin | INS-1E GLuc reporter insulin secretion, 2-3 h | activation, % at 16.6 µM | 370,000 tested, 0.61% active;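 active = lowest replicate activation of at least 40%, so every replicate reaches that level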;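 note: 0% = median of neutral control wells and 100% = median of IBMX positive control wells; some compounds called inactive have numbers as strong as hits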
Cneo AK release – Cryptococcus neoformans lysis via adenylate kinase release. C. neoformans lysis, adenylate kinase release luminescence, 4 h; normalised: neutral wells 0, clomiphene wells 100. lysis activity, % at 15 µM. 360,000 tested, 0.2% active;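 active = mean lysis activity across replicates of at least 80%, whatever share of replicates individually reach that level; inactive = mean lysis activity below 80%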
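Test system: log-phase Cryptococcus neoformans yeast cells; Quantity: yeast cell density of 5 × 10^6 cells/mL; Buffer or medium: YPD; Doses: single compound concentration per well; Timing: 4 h at 37 °C static, read 1 h later; Measured by: AK luminescence; Read-out basis: lysis from increased AK signal; Control set: Clomiphene as positive control.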
Statin myotox sup – protects C2C12 myotubes from simvastatin toxicity. ATP luminescence, 48 h; scaled: DMSO 0, geranylgeraniol control 100. AID 602340. 330,000 tested, 0.78% active. rescue of ATP level, % at 7.49 µM;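 active = mean ATP rescue above about 67%, or every replicate alone reaching that limit, limit read from the data, passing the limit was not always enough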;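 note: myotubes were challenged with 10 µM simvastatin during compound exposure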
PglD inh – PglD (C. jejuni) enzyme inhibition. 360,000 tested, 0.098% active. inhibition, % at 12.5 µM. purified PglD enzyme, DTNB colorimetric CoA detection; in the data active = inhibition above about 16%, passing the limit was not always enough; note: strong numbers were not always called active
PAX8 reporter – inhibitors of PAX8 transcriptional activity in RMG-I cells; RMG-I TPO-luciferase reporter, SteadyGlo, 24 h; inhibition, % at 12.6 µM; 360,000 tested, 1.2% active; AID 652154;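 active = mean replicate inhibition at least 60% with every replicate also reaching 60%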;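 note: luciferase light reporting Pax8 driven TPO promoter activity; plate controls were median of neutral control wells for no effect and mitoxantrone controls for full effect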
An asterisk follows results filed as active; nt = not tested or not shown.

The line under a structure holds: PGC1a acetyl inh, LGR2 antag, ARNT TACC3 PPI, INS-1E GSIS act, Cneo AK release, Statin myotox sup, PglD inh, PAX8 reporter
COc1cccc(-n2cc(C(=O)NC(C)C)c3ccccc3c2=O)c1
  7, 2, -6, 1, 2, 6, 5, -11
CCOC(=O)c1sc(NC(=O)OC)c(C(=O)OC)c1C
  4, -4, 2, 15, -1, -2, nt, -5
CC(=O)c1ccc(NC(=O)C2CCCNC2=O)cc1 (stereo not given)
  6, nt, -3, nt, 5, -14, 4, nt
CCn1c(-c2ccccc2Cl)nn(CC(=O)Nc2ccccc2OC)c1=S
  nt, -9, -4, 28, -3, 0, 6, nt
C[C@@H]1CN([C@@H](C)CO)C(=O)c2cc(NC(=O)NC3CCCCC3)ccc2O[C@@H]1CN(C)S(=O)(=O)c1ccc(F)cc1
  -2, -9, nt, -2, 46, -13, 3, -3
C[C@@H]1CN([C@@H](C)CO)S(=O)(=O)c2ccc(C3=CCCC3)cc2O[C@H]1CN(C)C(=O)C1CCC1
  18, 13, -6, -6, 0, -38, 45, nt
CCCN1CCN(C(=O)Nc2ccc(C(=O)OCC)cc2)CC1
  -2, nt, -3, nt, -2, 109*, 2, nt
O=C(CNC(=O)c1ccccc1F)OC(C(=O)Nc1cc(C(F)(F)F)ccc1Cl)c1ccccc1 (stereo not given)
  16, nt, -7, nt, 2, 2, 4, -3
CO[C@H]1CN(C)C(=O)c2cc(NC(=O)C3CCOCC3)ccc2OC[C@@H](C)N(C)C[C@H]1C
  nt, -1, -6, 5, 3, 4, 1, -8
CC1(C)Oc2cc(N)c([N+](=O)[O-])cc2O1
  -7, nt, 11, nt, -5, -2, -3, nt
C[C@@H]1CN([C@@H](C)CO)C(=O)c2cc(NC(=O)CCN3CCOCC3)ccc2O[C@@H]1CN(C)C
  -1, -3, -1, 18, -2, -8, 6, 3
COc1ccc(Br)cc1/C=N/NC(=O)c1ccco1
  -5, 12, -4, 4, nt, -4, nt, 13
CCCOc1ccc(CNC(=O)Cn2ncc3ccccc32)cc1
  -8, -5, -3, -2, -1, nt, 0, -39
COc1ccc(NC(=S)NCCCN2CCN(C3CCCCC3)CC2)cc1
  -12, -10, 4, -6, -4, -5, 2, 16
Cc1ccc(S(=O)(=O)Nc2nnc(C(C)(C)C)s2)cc1
  nt, -7, -5, 9, 0, 11, 0, -25
CSc1ccc(CNC(=O)c2ccc(NC(=O)C3=CSCCO3)cc2)cc1
  nt, -8, -2, 4, 1, 11, 1, -14
O=C(N[C@H]1CC[C@H](CCn2cc(C3CCCCC3)nn2)O[C@@H]1CO)c1cccnc1
  6, -12, 2, -3, -3, 0, 1, 7
COc1ccc(NC(=O)Nc2ccc3c(c2)C(=O)N([C@H](C)CO)C[C@H](C)[C@H](CN(C)Cc2ccc(C(=O)O)cc2)O3)cc1
  4, 3, -5, -6, 3, nt, -2, nt
Cc1c(C(=O)c2ccc([N+](=O)[O-])cc2)c(=O)n(C)c(=O)n1C
  5, 2, -1, 0, nt, 1, nt, -11
CN(c1ccccc1)S(=O)(=O)c1cccc(C(=O)N2CCCCCC2)c1
  5, 17, 2, 1, 2, 3, -3, 3

Continuation.
The line under a structure holds: PGC1a acetyl inh, LGR2 antag, ARNT TACC3 PPI, INS-1E GSIS act, Cneo AK release, Statin myotox sup, PglD inh, PAX8 reporter
CCC1CCCCN1C(=S)NC1CCCCC1 (stereo not given)
  nt, -1, -1, 30, nt, nt, nt, -2
Cc1cc(C)c2c(c1)NC(=O)C2(O)CC(=O)c1cccs1 (stereo not given)
  -2, nt, -8, nt, 2, nt, -4, 4
Cc1cc(C)n(-c2ccc(N3CCOCC3)nn2)n1
  0, nt, 1, nt, -1, -1, 4, nt
CCC(=O)Nc1ccc2c(c1)OC[C@H](C)N(Cc1ccccc1C(=O)O)C[C@H](C)[C@@H](OC)CN(C)C2=O
  4, -3, nt, -1, nt, nt, nt, -22
Cc1ccsc1/C=N/Nc1nc2ccccc2s1
  nt, 23, 17, 1, nt, nt, nt, -88
CCOC(=O)C1CCN(C(=O)CNC(=O)c2nn(-c3ccc(OC)c(OC)c3)c(=O)c3ccccc23)CC1
  -1, 9, -5, 8, -4, 1, -7, -10
Cc1cc(NC(=O)c2nn(C)c(C)c2[N+](=O)[O-])no1
  -1, nt, 9, nt, 4, -2, 3, nt
CCCCC(=O)Nc1ccc(N2CCN(C(=O)c3ccco3)CC2)cc1
  nt, -1, 9, -3, -7, -14, -1, -13
C[C@@H]1CN([C@H](C)CO)C(=O)c2cc(NC(=O)NC3CCCCC3)ccc2O[C@@H](C)CCCCO[C@H]1CN(C)C(=O)CCC(F)(F)F
  -1, 18, -5, -13, 0, nt, 3, nt
CCCOc1ccc(/C(O)=C2/C(=O)C(=O)N(CCCOC)C2c2ccncc2)cc1 (stereo not given)
  -3, nt, 4, nt, 0, nt, 3, nt
COc1ccc(CCNC(=O)c2ccc(N(C)S(=O)(=O)c3ccc(C)cc3)cc2)cc1OC
  nt, nt, 2, -25, 1, 4, -3, 16
CCn1c(CNC(=O)Cc2ccc(OC)cc2)nnc1SCC(=O)c1ccc(Br)cc1
  -5, 13, -4, 4, nt, nt, nt, nt
O=C(NCC(=O)N(CC1CCCO1)C(C(=O)NC1CCCC1)c1ccc(F)cc1)c1ccco1 (stereo not given)
  7, nt, -5, nt, 2, nt, 4, -4
Cc1ccc(Oc2ccc(NC(=O)c3ccco3)cc2)cc1
  -18, nt, 21, nt, -1, -8, -2, -85
COc1ccc(CC(=O)Nc2ccccc2N2CCCC2)cc1OC
  nt, 5, 0, 12, 1, 12, -5, 2
CCCCn1c(NS(=O)(=O)c2ccc(C)cc2)c(S(=O)(=O)c2ccccc2)c2nc3ccccc3nc21
  1, 11, 20, 15, -3, 4, -1, -15
CCC(=O)N1CC(=O)N2[C@H](CO)[C@H](c3ccc(-c4cccnc4)cc3)[C@H]2C1
  2, -1, nt, 13, nt, nt, nt, 1
CCOc1cccc(C(=O)NNC(=O)CCC(=O)O)c1
  nt, -1, -2, -5, nt, nt, nt, 6
Cc1ccc2nc(SCC(=O)Nc3ccc4c(c3)OCCO4)[nH]c2c1
  2, nt, -3, nt, -5, -9, 0, -3
COc1ccc(C(CC(=O)N2CCCCC2)c2c(O)cc(OC)cc2OC)cc1 (stereo not given)
  -10, 4, -2, 3, 0, 7, 5, -16

(more compounds)
The line under a structure holds: PGC1a acetyl inh, LGR2 antag, ARNT TACC3 PPI, INS-1E GSIS act, Cneo AK release, Statin myotox sup, PglD inh, PAX8 reporter
CSc1cccc(CNC(=O)C2CCC(=O)N(CCc3ccccn3)C2)c1 (stereo not given)
  3, -8, 0, 15, -1, 5, -3, 0
Cc1ccccc1C(=O)NCC(=O)NC1CC1
  -2, -4, -2, 2, 0, -12, -2, 6
CC(C)C#Cc1cnc2c(c1)C(=O)N([C@H](C)CO)C[C@@H](C)[C@H](CN(C)Cc1ccc3c(c1)OCO3)O2
  -10, 2, 3, -24, -2, 19, -1, 1
CC(C)(C)c1ccc(C(=O)N2CCCC2c2cccs2)cc1 (stereo not given)
  nt, -5, 14, -41, -4, -13, 2, -19
COC(=O)c1ccsc1NC(=O)CCS(=O)(=O)c1ccccc1
  nt, 6, 2, 6, 17, nt, 0, 84*
Cc1noc(C)c1NC(=O)Nc1ccc2c(c1)C(=O)N([C@H](C)CO)C[C@@H](C)[C@H](CN(C)Cc1ccncc1)O2
  2, 9, -2, -23, -3, 0, 8, -3
O=C(CN(c1ccc(Cl)c(C(F)(F)F)c1)S(=O)(=O)c1ccccc1)N1CCOCC1
  -9, nt, -9, nt, -2, 23, -1, nt
CCOc1ccc(NC(=O)CN(C)C(=O)c2cc(S(=O)(=O)N3CCCCCC3)ccc2OC)cc1OCC
  nt, -22, -2, -2, -2, -2, 0, -14
C[C@@H]1CN([C@H](C)CO)C(=O)c2cc(C#CC3CCCC3)cnc2O[C@@H]1CN(C)C(=O)C1CC1
  -1, -14, 0, -2, 1, 10, -1, nt
O=C(NCCc1ccccc1F)C1CCC(=O)N(Cc2ccccc2F)C1 (stereo not given)
  -2, -5, 3, 10, -3, 30, -3, -18
CC(=O)Nc1ccc2c(c1)nc(C)n2-c1ccccc1
  3, -9, 2, 6, 11, -12, -2, -59
O=C(CCl)N1c2ccccc2Oc2ccc3ccccc3c21
  -18, -48, -1, nt, 0, -11, 8, -21
CC(Sc1nnc(CN2CCCC2)n1Cc1ccccc1)C(=O)Nc1ccc(F)c(F)c1F (stereo not given)
  -1, 1, -7, -15, 0, 5, 3, -3
Cc1ccc(SCC(=O)NNC(=O)C2CCCCC2)cc1
  5, -10, 3, 25, -1, -26, 2, nt
O=C(CC(=O)NCc1cccnc1)NCc1cccnc1
  -5, 11, -1, 14, 0, 111*, -7, nt
Cc1ccc(S(=O)(=O)Nc2ccc3c(c2)C(=O)N([C@H](C)CO)C[C@H](C)[C@@H](CN(C)S(=O)(=O)c2ccc(Cl)cc2)O3)cc1
  -3, 13, nt, -6, nt, nt, nt, -16
O=C(Nc1ccc2c(c1)OCO2)c1cc(C2CCCCN2S(=O)(=O)c2cccs2)on1 (stereo not given)
  2, -5, nt, 1, -8, 36, -7, -34
CCCCNC(=O)C1(C)CCN1C(=O)c1ccc(C(F)(F)F)nc1C (stereo not given)
  nt, -7, nt, nt, 2, 2, 0, nt
Nc1nnc(-c2cccc(F)c2)s1
  -1, 16, 2, 10, -3, nt, -2, -40
CCCCCCCCCCCCCCCC[n+]1ccc(/C=N/O)cc1
  nt, 17, -3, 47*, nt, nt, nt, 94*

With a hit mark in INS-1E GSIS act, among the entries above:
SMILES,PGC1a acetyl inh,LGR2 antag,ARNT TACC3 PPI,INS-1E GSIS act,PglD inh
CCCCCCCCCCCCCCCC[n+]1ccc(/C=N/O)cc1,nt,17,-3,47*,nt

(more compounds)
The line under a structure holds: PGC1a acetyl inh, LGR2 antag, ARNT TACC3 PPI, INS-1E GSIS act, Cneo AK release, Statin myotox sup, PglD inh, PAX8 reporter
COc1ccccc1CNC(=O)C(=O)NCCC1CCCCN1S(=O)(=O)c1cccs1 (stereo not given)
  nt, 15, 4, -4, 0, -4, -3, -4
O=C(NCc1cccs1)C1CCCN1C(=O)Nc1ccc(F)cc1 (stereo not given)
  3, -7, 1, 32, -4, 7, 3, 2
COc1ccc2cc(C)c3nnc(SCC(=O)Nc4cc(OC)c(OC)cc4C(=O)O)n3c2c1
  2, -62, -4, 4, 1, -4, -10, 14
O=C(Nc1cnccn1)c1ccc(Cl)cc1
  4, -30, -7, 9, 0, 11, -3, -29
CCc1ccc(C(=O)COC(=O)c2cncc(Br)c2)cc1
  7, 2, -8, -11, nt, nt, nt, -10
COc1cc(NC(=S)NC(=O)c2c(OC)cccc2OC)ccc1NC(=O)c1cccs1
  -35, nt, 0, nt, 5, 9, 3, nt
C[C@H]1CN([C@@H](C)CO)C(=O)Cc2cc(NS(C)(=O)=O)ccc2O[C@H]1CN(C)S(=O)(=O)c1cn(C)cn1
  2, 19, 7, 31, 4, -12, -1, -61
